# RXFP1 agonist = agonists of human relaxin receptor RXFP1 | HEK293T-RXFP1 cAMP TR-FRET, 30 min; response scale: percent of porcine relaxin response, buffer zero | Potency, µM (top dose mostly 57.5 µM), without a hit: at the highest dose activation, hits mostly activators | hit rate 0.3% among 370,000 | AID 2676; further: potency means the concentration at half of the fitted maximal effect; on the % scale 0 is the no-effect control and ±100 the full control effect; nearly all actives have a fitted effect of over 60% in size; many of its hits are not listed in these tables
# Target sequence (Q9HBX9 whole entry, looked up): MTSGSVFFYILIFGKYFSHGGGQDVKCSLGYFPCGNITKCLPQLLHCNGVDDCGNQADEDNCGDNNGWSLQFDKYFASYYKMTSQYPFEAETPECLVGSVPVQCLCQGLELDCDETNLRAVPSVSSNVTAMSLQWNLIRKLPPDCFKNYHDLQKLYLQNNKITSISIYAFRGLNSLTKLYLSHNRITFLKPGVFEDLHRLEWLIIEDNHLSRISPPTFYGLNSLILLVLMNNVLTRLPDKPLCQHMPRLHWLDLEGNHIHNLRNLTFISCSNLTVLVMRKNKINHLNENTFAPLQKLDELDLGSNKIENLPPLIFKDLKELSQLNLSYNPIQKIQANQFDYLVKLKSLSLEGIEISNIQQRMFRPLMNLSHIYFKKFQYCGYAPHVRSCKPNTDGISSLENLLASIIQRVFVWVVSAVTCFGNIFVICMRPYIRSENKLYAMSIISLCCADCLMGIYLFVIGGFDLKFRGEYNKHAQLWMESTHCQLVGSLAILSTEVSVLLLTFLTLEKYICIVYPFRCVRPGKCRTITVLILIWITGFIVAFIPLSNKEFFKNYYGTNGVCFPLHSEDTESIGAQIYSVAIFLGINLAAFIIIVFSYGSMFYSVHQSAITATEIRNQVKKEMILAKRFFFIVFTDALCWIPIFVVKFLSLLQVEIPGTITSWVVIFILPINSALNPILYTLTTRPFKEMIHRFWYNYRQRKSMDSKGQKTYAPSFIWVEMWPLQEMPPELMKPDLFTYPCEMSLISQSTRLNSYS
#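 Agonist response is measured as cAMP accumulation in an RXFP1-transfected HEK293T line under PDE4 inhibition. Values are scaled between buffer-only and 29 nM porcine relaxin, and EC50s come from standard Hill equation fits.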
# GRP78 ERSR act = induces the endoplasmic reticulum stress response in human glioma cells | U87-MG GRP78 promoter luciferase reporter, 16 h | Potency, µM, for inactives: top-dose activation, actives largely listed as activators | hit rate 0.02% among 420,000 | AID 602332; further: potency means the concentration at half of the fitted maximal effect; series mostly up to about 76 µM; % of control where 0% means no effect; nearly all actives have a fitted effect of over 35% in size
#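 Stably transfected U87-MG glioma cells carrying a GRP78-based luciferase sensor; 16 h compound incubation. Luminescence end-point read 10 min after Bright-Glo addition at room temperature.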
# Vif-A3F inh = blocks the Vif interaction with APOBEC3F | HeLa A3F-eYFP + Vif (tagged APOBEC3F with the HIV-1 protein that degrades it), YFP fluorescence increase | Potency, µM (highest dose often 46.1 µM), without a hit: at the top dose activity, negative = active | hit rate 0.2% among 390,000; further: potency means the concentration at half of the fitted maximal effect; % of control where 0% means no effect; nearly all actives have a fitted effect of over 65% in size
#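 Fluorescence increase (Ex 488/Em 500-530) after overnight compound treatment at 37 deg C flags inhibition of Vif-driven A3F-eYFP loss in stable HeLa A3F-eYFP/Vif cells seeded overnight beforehand.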
# D1 ag = agonists of human D1 dopamine receptor; HEK293 T-REx D1 cells, calcium flux, agonist mode; P21728; activation, % at 2 µM; hit rate 1% among 360,000; AID 504660; in the data active means activation above about 30%; further: 0% is about no effect
#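 Tetracycline-induced HEK293 TREx D1 cells, force-coupled to calcium signalling, were dye-loaded with a no-wash calcium kit. Compound was pin-added after a 10 s baseline. Fluorescence was read kinetically at 1 cycle/s for 180 s, with calcium rises flagged as agonism.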
# Vif-A3G inh = Vif-A3G binding inhibition; HeLa A3G-eYFP + Vif (tagged APOBEC3G with the HIV-1 protein that degrades it), YFP fluorescence, overnight; Potency, µM (doses to about 46.1 µM), for inactives: top-dose activity, negative = active, usual class: inhibitors; AID 602310; hit rate 0.076% among 410,000; Q9HC16;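 further: potency means the concentration at half of the fitted maximal effect; on the % scale 0 is the no-effect control and ±100 the full control effect; nearly all actives have a fitted effect of over 60% in size; hits raise eYFP signal because A3G escapes Vif-driven loss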
#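 Read-out is eYFP fluorescence (Ex 488/Em 500-530) from Vif-expressing HeLa A3G-eYFP cells; more signal means A3G escaped Vif-mediated degradation. Cells plated overnight, compound pinned in, incubated overnight at 37 deg C.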
# D1 PAM = enhances dopamine response at the human D1 receptor | potentiation, % at 10 µM | AID 504651 | hit rate 0.036% among 360,000 | HEK293 TREx D1 cells, calcium flux, dopamine EC20 potentiation; in the data active means potentiation above about 30%; further: 0% is about no effect
# LDHA block = inhibitors of human lactate dehydrogenase A. P00338. hit rate 0.15% among 480,000. AID 1347041. purified LDHA, NADH/diaphorase-resazurin fluorescence; stronger effect = lower value. activity change, % (values are at about 110 or 230 µM); in the data active means activity change below about -30%; inconclusive means mostly about -25% to -30%;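 further: plate controls were DMSO wells for no effect and wells without enzyme for full effect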
#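 Human LDH5 at 2 nM final in Tris HCl pH 7.4 with 0.06 mM NADH and 0.2 mM pyruvate, reacted 5 minutes at room temperature. Remaining NADH coupled via diaphorase/resazurin; resorufin fluorescence read at 0 and 20 minutes, normalized to enzyme-free and DMSO wells.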
# D1 antagonist = human D1 dopamine receptor antagonism; activity change, negative = inhibition, % at 10 µM; AID 504652; P21728; hit rate 3.2% among 360,000; HEK293 TREx D1 cells, calcium flux, dopamine EC80; stronger effect = lower value; in the data active means activity change below about -30%; further: on the % scale 0 is the no-effect control and ±100 the full control effect
#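 Compound effects on dopamine-evoked calcium signalling were measured in tetracycline-induced HEK293 Trex D1 cells. Dopamine at EC80 followed a 180 s compound pre-read, and fluorescence was tracked kinetically for 180 s more.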
# D2 potentiator = D2 dopamine receptor (human) potentiation; P14416; hit rate 0.34% among 340,000; HEK293 T-REx D2, calcium flux, EC20 dopamine potentiation; potentiation, % at 10 µM;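 active means potentiation over 3 SD above the plate norm, cut at about 30% in these data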; further: 0% is about no effect
#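 Potentiation of an EC20 dopamine calcium response measured kinetically over 180 s, after a preceding 180 s compound-only read flagging agonists. Cells: inducible Hek293 Trex D2 line, 4000/well, cultured overnight at 30 C before dye loading.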
# Starred values were filed as active, the others as inactive; ? = inconclusive; . = not tested or not shown; & = joins results of further samples. Unless noted, the call rests on the fitted dose curve; in most records, active means well fitted curve in the direction sought with a large enough effect; inconclusive means small, poorly fitted or top-dose-only effect, or another doubt; inactive means no such curve, though single readings can be large; an effect the other way counts as inactive or inconclusive. This is a subset (hit frequency here may not be typical).
SMILES,RXFP1 agonist,GRP78 ERSR act,Vif-A3F inh,D1 ag,Vif-A3G inh,D1 PAM,LDHA block,D1 antagonist,D2 potentiator
COC(=O)c1cc(-c2cccs2)[nH]n1,1.0%,16%,-1%,6,5%,3,-10,-5,-2
CCn1c(=O)c(C(=O)NCc2ccc(F)cc2)c(O)c2ccccc21,3.7%,-1%,0%,4,2%,2,-1,16,12
Cc1cccn2c(=O)c(/C=C(\C#N)S(=O)(=O)c3ccccc3)c(N3CCCCC3)nc12,4.2%,-2%,-15%,8,-6%,-3,-2,-2,3
Cc1noc(C)c1COc1ccccc1C(=O)N(C)CC(=O)Nc1ccc(F)cc1,-0.7%,-1%,-11%,1,1%,34*,-12,-21,2
O=C1CS/C(=N/N=C2C3CC4CC(C3)CC2C4)N1,1.6%,1%,-8%,2,0%,4,1,0,.
Cc1cc(Oc2ccccc2)nc(SCC(=O)Nc2ccc(Cl)cc2Cl)n1,-1.0%,-3%,-5%,4,0%,1,-6,2,0
O=C(CN1CCN(CC(=O)Nc2ccc(-c3ccccc3)cc2)CC1)Nc1ccc(F)cc1,2.0%,-4%,-33%,10,4%,11,-1,4,22
C=CCn1cc(/C=N/Nc2nc3ccccc3[nH]2)c2ccccc21,2.7%,?,?,0,4%,-17,-4,-24,-22
COc1ccc(CNC(=O)CN2C(=O)c3ccc([N+](=O)[O-])cc3C2=O)cc1,1.8%,0%,3%,1,-1%,-6,2,41,-16
CCOC(=O)c1nnn(-c2nonc2-n2cccc2)c1CN1CCC(C)CC1,0.2%,-3%,-1%,5,3%,-5,1,29,14
COc1ccc(/C=C/C(=O)OCC(=O)Nc2ccc(Cl)c(S(=O)(=O)N(C)C)c2)cc1OC,2.8%,-3%,9%,8,-7%,-11,-7,-5,-7
O=C(Cn1c(=O)oc2ccccc21)Nc1nnc(N2CCCCCC2)s1,3.1%,-3%,-16%,4,-6%,-4,-3,-1,5
COc1ccc2c(c1)OC13CCCCC1C2C(C(=O)c1ccccc1)C(=O)N3 (centres undefined),4.4%,-5%,1%,3,1%,-4,1,16,9
CCN(CC)CCCNC(=O)c1cc2c(=O)n(C)c3ccccc3c2n1C,-0.2%,-6%,2%,4,6%,.,6,0,-15
Cc1ccc(NS(=O)(=O)c2cccc3nsnc23)cc1,0.2%,-1%,2%,2,4%,-1,-2,-4,2

# Two entries from above, with each value named.
> CCN(CC)CCCNC(=O)c1cc2c(=O)n(C)c3ccccc3c2n1C
  RXFP1 agonist: -0.2% | GRP78 ERSR act: -6% | Vif-A3F inh: 2% | D1 ag: 4 | Vif-A3G inh: 6% | D1 PAM: . | LDHA block: 6 | D1 antagonist: 0 | D2 potentiator: -15

> Cc1ccc(NS(=O)(=O)c2cccc3nsnc23)cc1
  RXFP1 agonist: 0.2% | GRP78 ERSR act: -1% | Vif-A3F inh: 2% | D1 ag: 2 | Vif-A3G inh: 4% | D1 PAM: -1 | LDHA block: -2 | D1 antagonist: -4 | D2 potentiator: 2

# Next section
SMILES,RXFP1 agonist,GRP78 ERSR act,Vif-A3F inh,D1 ag,Vif-A3G inh,D1 PAM,LDHA block,D1 antagonist,D2 potentiator
O=C(NN=Cc1ccccc1O)NN=Cc1ccccc1O,.,5%,-21%,.,3%,.,-72*,.,.
CN1CCN(NC(=O)Nc2ccc(F)cc2)CC1,-2.1%,-6%,0%,2,-1%,-4,-1,-4,13
O=C(NC(=S)Nc1ccc(S(=O)(=O)N2CCCC2)cc1)C1CCC1,2.3%,-3%,7%,9,1%,-8,-3,-17,9
CCOC(=O)N1CCN(C(=O)COc2cc(=O)n(CC)c3ccccc23)CC1,4.0%,-1%,-1%,2,1%,0,-4,2,2
Clc1ccccc1CNc1nc2ccccc2c2nc(-c3cccnc3)nn12,0.3%,-3%,5%,0,0%,0,-12,3,6
CC1CN(C(=O)/C=C/c2ccccc2[N+](=O)[O-])CC(C)O1 (centres undefined),5.2%,-4%,0%,0,-2%,3,-5,-3,0
CC(=O)c1ccc(NC(=O)c2ccc(S(=O)(=O)c3ccccc3)cc2)cc1,-1.6%,-4%,-6%,9,0%,-5,-9,-11,-5
COC(=O)CNC(=O)c1cc(-c2ccncc2)nc2c(C)c(Cl)ccc12,-0.4%,-9%,6%,2,0%,-1,-2,-12,1
Cc1cc(C(=O)COc2ccc([N+](=O)[O-])cc2)c(C)n1C1CC1,3.7%,0%,-7%,4,0%,-3,-4,9,-7
CC(C)/C=C/CN1CCN(CCCc2ccccc2)C(CCO)C1 (centres undefined),-1.5%,-2%,-9%,3,-1%,-2,-12,1,-17
CCc1ccc(NC(=O)c2ccc(F)c(S(=O)(=O)N3CCN(c4cc(C)ccc4C)CC3)c2)cc1,-3.4%,-4%,6%,-1,9%,1,-10,-7,9
N#CC(C#SN)=C1CCCCC1,-0.4%,-4%,-10%,3,0%,-2,0,29,9
CCc1ccc(NC(=O)NNC(=O)c2cc3ccccc3cc2O)cc1,-0.9%,-2%,1%,5,-8%,-1,-2,17,0
CC(=O)c1ccc(NC(=O)CCc2nnc3ccc(N4CCC5(CC4)OCCO5)nn23)cc1,4.6%,4%,-4%,-1,0%,-2,-1,-10,8
N#C/C(=C\c1ccc(-c2ccc(F)cc2F)o1)c1nc2ccccc2[nH]1,-2.1%,6%,11µM*,151*,11µM*,8,-5,8,-7
c1ccc2c3c([nH]c2c1)CCNC3,-0.8%,5%,-8%,3,-3%,-3,-3,-18,-26
COCCNC(=O)C(c1ccncc1)N(C(=O)Cn1nnc2ccccc21)c1ccc(OC)cc1 (centres undefined),1.2%,-3%,5%,4,3%,-3,9,-2,11
O=C(OCc1nc2ccccc2s1)c1ccc([N+](=O)[O-])o1,-2.9%,8%,7%,2,-5%,1,-4,-5,7
Cc1cccc(C)c1NC(=O)C(c1ccccc1)N1CC(=O)Nc2ccccc21 (centres undefined),2.9%,-4%,3%,-4,-14%,12,3,55,0
O=C(OC1CCOC1=O)c1ccc(S(=O)(=O)N2CCCCCC2)cc1 (centres undefined),-0.8%,5%,4%,-3,1%,-1,-12,0,0
Nc1nc(SCC(=O)NCc2ccc3c(c2)OCO3)n[nH]1,-0.4%,-8%,9%,-1,1%,1,-10,.,-6
COc1ccc(-c2csc(N(CCCN(C)C)C(=O)c3ccc(C(C)(C)C)cc3)n2)cc1,-0.4%,-4%,?,3,-5%,-9,-3,2,1
CCN(CC)C(=O)[C@H]1CC(CC(=O)NCc2ccco2)C(=O)N2CCc3c([nH]c4ccc(OC)cc34)[C@]12C (some centres undefined),.,-1%,8%,.,-4%,.,-3,.,.
O=C(c1ccc(Br)o1)N1CC=C(c2ccccc2)CC1,.,0%,?,.,-4%,.,3,.,.
CCCCc1nc2cc(C(=O)N3CCCCC3COC)ccc2o1 (centres undefined),0.9%,0%,3%,1,-2%,-7,-4,-31*,3
CC(C)(C)NC(=O)N1CCN(S(=O)(=O)c2ccc3c(c2)CCC3)CC1,-2.4%,-4%,-4%,1,-7%,4,0,0,11
O=C(Nc1ccc(Cl)cn1)C1C(c2ccccc2)C1(Cl)Cl (centres undefined),0.7%,-1%,-10%,6,2%,-4,1,5,-5
Cc1ccc(S(=O)(=O)N2CCC(=O)N(C(COCc3cccc(C(F)(F)F)c3)Cc3ccccc3)CC2)cc1 (centres undefined),2.1%,?,0%,6,-2%,-4,-15,-1,5
CCCC(O)(c1ccc(Cl)cc1)C(CN1CCOCC1)c1ccccc1 (centres undefined),0.2%,-2%,-6%,1,-1%,3,2,43,4
COc1ccc(Cc2nc3ccc(C(=O)NCC4COCCO4)cc3o2)cc1OC (centres undefined),-1.3%,8%,-7%,2,-1%,-1,-5,-5,8
COC(=O)C1N[C@@H]([C@@H](NC(=O)COc2ccccc2)C(=O)Nc2ccc(OC)cc2)SC1(C)C (some centres undefined),.,-2%&-3%,2%,.,1%&1%,.,-3,.,.
CCOCCCNC(=O)c1ccc(Cn2c(=S)[nH]c3c([nH]c4ccc(OC)cc43)c2=O)cc1,1.7%,-1%,17%,-1,0%,3,1,-9,1
NC(=O)NCc1ccccc1,-0.1%,-1%,1%,-2,3%,0,0,19,.
Cn1c(-c2ccccc2)c(C(=O)CCl)c2ccccc21,0.1%,-16%,-6%,4,-27%,-3,-9,-16,39*
CN(CC(=O)Nc1cccc(F)c1)C(=O)c1cc2c(s1)CCCCC2,0.1%,-2%,-17%,6,1%,2,-4&-1,-29,8
Cc1ccc(CNC(=O)Cn2c(=O)n(-c3cccc(Cl)c3)c(=O)c3sc4ccccc4c32)cc1,24%,1%,-6%,7,-2%,-1,0,13,15
CC(=O)Nc1ccc(-c2nc3ccccc3c(=O)o2)cc1,0.3%,0%,-24%,5,1%,1,-4,5,16
COCCNC(=O)c1snc2ccc(Cl)cc12,0.2%,-2%,-3%,1,-1%,-4,-15,-34*,2
Cc1ccc(C(=O)NCCCNC(=O)c2ccc(C)nc2)cc1,0.9%,-1%,6%,3,-3%,-8,-3,14,13
O=C(NNC(=O)c1cccnc1)Nc1ccccc1,-0.9%,0%,0%,3,0%,-1,0,1,-5
CCc1nnc2n1N=C(c1ccc(Cl)cc1Cl)CS2,3.9%,-1%,-2%,0,-2%,0,-11,9,0
O=C(Nc1ccc2nc(SCCOc3ccccc3)sc2c1)c1ccco1,7.0%,-2%,-4%,22,5%,-1,2,-3,15
CC(C)=CCN1CCN(C/C(Cl)=C/c2ccccc2)CC1CCO (centres undefined),4.4%,-3%,-10%,12,0%,-6,-4,1,-24
CCOc1ccccc1N1CCN(C(=O)CNC(=O)c2ccccc2F)CC1,4.0%,-3%,-5%,3,-3%,-5,-6,-10,-1
CCc1ccc(C(=O)COC(=O)C(Cc2ccccc2)NC(=O)c2ccc(Cl)cc2)cc1 (centres undefined),0.5%,?,-9%,23,-1%,-5,-14,-5,0
CCOCC(=O)Nc1cc(-c2cn3cccnc3n2)ccc1C,7.8%,-4%,3%,3,2%,8,-1,-6,-1
Cc1cc(-c2ccc(Cl)s2)n[nH]1,0.7%,4%,7%,5,-4%,-4,-1,14,2
